Assay outcomes as filed in PubChem BioAssay.
Tcruzi prolif: inhibitors of T. cruzi proliferation; AID 624255; inhibition, % at 8.34 µM; T. cruzi beta-gal in NIH3T3, GalScreen luminescence, 90 h; 77,000 tested, 5.9% active;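 active = mean inhibition above about 93%, with at least 55% of replicates each passing it, limit read from the data, passing the limit was not always enough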
C diff HTS: blocks growth of Clostridium difficile; Clostridium difficile clinical isolate growth, OD600, 24 h; stronger effect = lower value; growth activity, negative = inhibition, % at 16 µg/mL (by protocol); 86,000 tested, 0.25% active; AID 1259249;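 active = mean growth activity at or below -80% and every replicate also at or below -80%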;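 note: 0% = DMSO wells and -100% = levofloxacin 16 µg/mL wells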
GASC1 inh: blocks human GASC-1 (KDM4C) demethylase activity | AID 720574 | 96,000 tested, 0.15% active | Q9H3R0 | inhibition, % at 12.5 µM | GST-KDM4C 2-372, H3K9me3 peptide, LANCE TR-FRET;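 active = mean replicate inhibition above about 25%, with at least 55% of replicates also reaching it, limit read from the data, passing the limit was not always enough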
Target sequence (Q9H3R0 2-372 limits assumed): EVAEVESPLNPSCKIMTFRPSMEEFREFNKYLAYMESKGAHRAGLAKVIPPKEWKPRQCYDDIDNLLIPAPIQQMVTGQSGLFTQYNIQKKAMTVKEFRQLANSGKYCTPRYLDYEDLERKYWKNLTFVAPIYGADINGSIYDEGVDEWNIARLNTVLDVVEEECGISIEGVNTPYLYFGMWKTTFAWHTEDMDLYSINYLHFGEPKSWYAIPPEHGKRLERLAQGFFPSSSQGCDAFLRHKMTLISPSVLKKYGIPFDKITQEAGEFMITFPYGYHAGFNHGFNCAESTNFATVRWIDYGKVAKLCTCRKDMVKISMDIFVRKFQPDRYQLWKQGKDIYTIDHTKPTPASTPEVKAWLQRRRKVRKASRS
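Material: GST-tagged GASC-1 (JMJD2C) catalytic fragment, aa 2-372 / Quantity: enzyme final amount 10 nM / Medium: HEPES buffer, pH 7.5, plus ascorbate / Doses: one test concentration per compound / Incubation: 30 min reaction, 60 min detection, RT / Measured by: LANCE TR-FRET / Read-out: inhibition from TR-FRET ratio decrease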
Pf Dd2 growth: blocks growth of Plasmodium falciparum Dd2 parasites; activity change, % at 10 µM; AID 1159554; 94,000 tested, 2.3% active; P. falciparum Dd2 growth, SYBR Green, 72 h; stronger effect = lower value; in the data active = activity change below about -80%
Starred values were filed as active, the others as inactive; · = not tested or not shown; & = joins results of further samples; ! = a repeat was not active.

Values in the order: Tcruzi prolif, C diff HTS, GASC1 inh, Pf Dd2 growth
Cc1noc(C)c1S(=O)(=O)N(C)C[C@H]1Oc2ccc(NS(=O)(=O)c3cccs3)cc2CC(=O)N([C@@H](C)CO)C[C@@H]1C
    7, -9, -0.8, 3
C[C@H]1CCCCO[C@@H](CN(C)C(=O)c2ccccc2)[C@@H](C)CN([C@@H](C)CO)C(=O)c2cc(NS(=O)(=O)c3ccccc3)ccc2O1
    33, ·, 0.0, -41
C[C@H](CO)N1C[C@H](C)[C@H](CN(C)Cc2ccccn2)Oc2cc(C#CCN(C)C)ccc2S1(=O)=O
    89, -3, 4.8, -29
C[C@H](CO)N1C[C@H](C)[C@@H](CN(C)C(=O)Cc2ccccc2)Oc2cc(C3=CCCCC3)ccc2S1(=O)=O
    80, -2, -2.2, -21
Cc1ccccc1-c1ccc2c(c1)O[C@H](CN(C)C(=O)c1ccccn1)[C@@H](C)CN([C@@H](C)CO)S2(=O)=O
    ·, -5, -4.4, -9
C[C@H](CO)N1C[C@H](C)[C@@H](CN(C)C(=O)Nc2ccc(F)cc2)Oc2ccc(NC(=O)NC3CCCCC3)cc2CC1=O
    ·, -4, -2.2, 2
C[C@H]1CN([C@@H](C)CO)C(=O)c2cc(/C=C/c3ccccc3)cnc2O[C@H]1CN(C)C(=O)c1cccc(F)c1
    107, -3, ·, -62
O=C(C[C@H]1CC[C@H](NS(=O)(=O)c2ccccc2F)[C@H](CO)O1)NCCCN1CCOCC1
    -18, ·, 2.0, 15
C[C@@H]1CN([C@@H](C)CO)C(=O)c2cc(NC(=O)Cn3cnnn3)ccc2O[C@H]1CN(C)Cc1ccc(C(F)(F)F)cc1
    61, 0, -0.7, 0
C[C@H](CO)N1C[C@H](C)[C@@H](CN(C)Cc2cccnc2)Oc2cc(-c3cccnc3)ccc2S1(=O)=O
    101*!, 1&5, 0.9, -15&14
COc1ccc(-c2ccc([C@@H]3[C@@H](CO)N4C(=O)CN(C(=O)c5ccccn5)C[C@H]34)cc2)cc1
    ·, 1, 1.1, -47
C[C@H]1CN([C@@H](C)CO)C(=O)c2cc(NS(C)(=O)=O)ccc2O[C@H]1CN(C)C(=O)NC1CCCCC1
    ·, 2, 1.1, 11
CN(C)C(=O)C[C@@H]1CC[C@H]2[C@@H](COC[C@H](O)CN2C(=O)C2CCOCC2)O1
    45, ·, -1.5, 8
C[C@H](CO)N1C[C@H](C)[C@@H](CN(C)S(=O)(=O)c2ccc(F)cc2)OCc2cnnn2CCCC1=O
    -18&-19, -8&-3, 0.8, 0&2
C[C@H]1CN([C@@H](C)CO)C(=O)c2cc(NC(=O)CCC(F)(F)F)ccc2O[C@@H]1CN(C)C(=O)NC1CCCCC1
    63, 4, 0.8, -2

Following part
Values in the order: Tcruzi prolif, C diff HTS, GASC1 inh, Pf Dd2 growth
O=C(NCC[C@@H]1CC[C@@H](NC(=O)C2CC2)[C@@H](CO)O1)c1ccc(F)cc1
    ·, 2, 0.5, ·
C[C@@H]1CCCCO[C@H](CN(C)S(=O)(=O)c2cn(C)cn2)[C@H](C)CN([C@@H](C)CO)C(=O)c2cc(NS(=O)(=O)c3ccccc3)ccc2O1
    -15, -1, 8.3, 30
CCCC(=O)Nc1ccc2c(c1)C(=O)N(C)[C@H]1CC[C@@H](CC(=O)NCCN3CCCCC3)O[C@H]1CO2
    99*, -8, 0.3, 2
CCS(=O)(=O)N1CCCCN2[C@H](C1)[C@@H](c1ccc(-c3ccc(C(=O)N(C)C)cc3)cc1)[C@@H]2CO
    14, -12, 0.2, -6
C[C@H](CO)N1C[C@H](C)[C@@H](CN(C)C(=O)Cc2ccncc2)Oc2cc(-c3cncnc3)ccc2S1(=O)=O
    27, 3, 0.2, 34
CO[C@H]1CN(C)C(=O)c2ccc(NC(=O)Cc3ccccc3)cc2OC[C@@H](C)N(C(C)=O)C[C@H]1C
    38, ·, -0.3, -6
CCNC(=O)[C@@H]1[C@@H](CO)[C@@H]2Cn3c(ccc(C4=CCCC4)c3=O)[C@H]1N2Cc1cccnc1
    16, 4, 0.0, -9
C[C@@H]1CN([C@@H](C)CO)C(=O)c2cc(NC(=O)c3ccccc3)ccc2O[C@@H](C)CCCCO[C@@H]1CN(C)C(=O)Nc1ccccc1
    32, ·, -0.5, -64
C[C@H]1CCCCO[C@@H](CN(C)C(=O)Nc2ccc(F)cc2)[C@@H](C)CN([C@@H](C)CO)C(=O)c2cc(NC(=O)Cc3ccccc3)ccc2O1
    113*, 1, -2.1, -59
O=C(C[C@@H]1CC[C@@H](NC(=O)NC2CCCCC2)[C@H](CO)O1)NCc1ccc(Cl)cc1
    2, 3, 1.0, -5
C[C@@H]1CCCCO[C@H](CN(C)C(=O)Nc2ccc(C(F)(F)F)cc2)[C@H](C)CN([C@@H](C)CO)C(=O)c2cc(NC(=O)Nc3cccc4ccccc34)ccc2O1
    86, -13, -1.1, -73
O=C(Cc1ccccc1)N1CC[C@@H]2[C@H]1c1cc(C#Cc3cccc(F)c3)ccc1N[C@@H]2CO
    94, 28, 0.8, -15
C/C=C/c1ccc([C@H]2[C@@H](CO)N(C(C)=O)C23CN(C(=O)NC2CCCCC2)C3)cc1
    ·, -10, 6.2, -15
Cc1noc(C)c1S(=O)(=O)Nc1ccc2c(c1)C(=O)N([C@H](C)CO)C[C@@H](C)[C@H](CN(C)Cc1ccc3c(c1)OCO3)OCCCC[C@@H](C)O2
    40, 1, 15, -67
COc1ccc(NC(=O)N(C)C[C@@H]2Oc3ccc(NC(=O)NC4CCCCC4)cc3C(=O)N([C@H](C)CO)C[C@@H]2C)cc1
    -4, 1, 0.0, 6

Entries from the list above with a CF3 group (3):
Values in the order: Tcruzi prolif, C diff HTS, GASC1 inh, Pf Dd2 growth
C[C@@H]1CN([C@@H](C)CO)C(=O)c2cc(NC(=O)Cn3cnnn3)ccc2O[C@H]1CN(C)Cc1ccc(C(F)(F)F)cc1
    61, 0, -0.7, 0
C[C@H]1CN([C@@H](C)CO)C(=O)c2cc(NC(=O)CCC(F)(F)F)ccc2O[C@@H]1CN(C)C(=O)NC1CCCCC1
    63, 4, 0.8, -2
C[C@@H]1CCCCO[C@H](CN(C)C(=O)Nc2ccc(C(F)(F)F)cc2)[C@H](C)CN([C@@H](C)CO)C(=O)c2cc(NC(=O)Nc3cccc4ccccc34)ccc2O1
    86, -13, -1.1, -73

(next part)
canonical_smiles,Tcruzi prolif,C diff HTS,GASC1 inh,Pf Dd2 growth
O=S(=O)(c1ccc(F)cc1)N1C[C@H]2[C@@H](c3ccccc31)[C@H](CO)N2Cc1ccc2c(c1)OCO2,84,-7,-3.2,-31
CCCN1[C@H](C(=O)N2CCCCC2)[C@@H](CO)[C@@H]2Cn3c(ccc(-c4ccccc4F)c3=O)[C@@H]21,7,-2,0.3,-9
CCCC#Cc1cnc2c(c1)C(=O)N([C@H](C)CO)C[C@@H](C)[C@@H](CN(C)C(=O)c1cccc(F)c1)O2,-6,1,0.0,-23
CCCNC(=O)c1cc2c(c(-c3cccc(-c4ccc(F)cc4)c3)n1)[C@@H](CCO)N([S@](=O)C(C)(C)C)C2,87,·,0.2,-19
CCS(=O)(=O)NCC[C@@H]1CC[C@@H](NS(=O)(=O)c2cccc(F)c2)[C@H](CO)O1,1,6,0.3,-27
O=C(C[C@@H]1CC[C@@H](NC(=O)Nc2ccc(F)cc2)[C@H](CO)O1)NCc1ccccn1,-24,-4,-0.6,24
C[C@@H]1CN([C@@H](C)CO)C(=O)c2cc(C#Cc3ccccn3)cnc2O[C@@H]1CN(C)Cc1cccnc1,72,-1,0.2,-1
CCCNC(=O)N1C[C@@H]2[C@H](c3ccccc31)[C@H](CO)N2Cc1cc(F)ccc1F,-6,5,-1.0,1
COc1ccc(CN(C)C[C@@H]2Oc3ccc(NS(=O)(=O)c4ccc(OC)cc4)cc3C(=O)N([C@@H](C)CO)C[C@H]2C)cc1,-15,3,0.3,-2
O=C(C[C@@H]1C=C[C@@H](NC(=O)c2cnccn2)[C@@H](CO)O1)NCc1ccccc1F,-6,·,0.8,-2
C[C@H]1CN([C@@H](C)CO)C(=O)Cc2cc(NS(=O)(=O)c3ccc(Cl)cc3)ccc2O[C@@H]1CN(C)S(=O)(=O)c1ccc(Cl)cc1,68,15,-0.5,-20
CC(=O)N1[C@@H]2c3ccc(C4=CCCCC4)c(=O)n3C[C@@H]2[C@@H](CO)[C@@H]1C(=O)N1CCCCC1,8,-4,-1.5,11

An excerpt from above in order of SMILES length, low to high.
canonical_smiles,Tcruzi prolif,C diff HTS,GASC1 inh,Pf Dd2 growth
O=C(C[C@@H]1C=C[C@@H](NC(=O)c2cnccn2)[C@@H](CO)O1)NCc1ccccc1F,-6,·,0.8,-2
O=C(C[C@@H]1CC[C@@H](NC(=O)Nc2ccc(F)cc2)[C@H](CO)O1)NCc1ccccn1,-24,-4,-0.6,24
COc1ccc(CN(C)C[C@@H]2Oc3ccc(NS(=O)(=O)c4ccc(OC)cc4)cc3C(=O)N([C@@H](C)CO)C[C@H]2C)cc1,-15,3,0.3,-2

Further results follow:
canonical_smiles,Tcruzi prolif,C diff HTS,GASC1 inh,Pf Dd2 growth
CC(C)c1cn(CC[C@H]2CC[C@H](NS(=O)(=O)c3ccccc3)[C@@H](CO)O2)nn1,5,-6,-1.3,18
O=C(C[C@H]1CC[C@@H]2[C@H](COC[C@H](O)CN2Cc2cccc(C(F)(F)F)c2)O1)NCc1ccncc1,-1,·,-0.9,12
O=C(C[C@@H]1CC[C@H]2[C@@H](COC[C@@H](O)CN2Cc2cc(F)ccc2F)O1)NCc1ccccc1,15,·,2.5,0
CCC(=O)Nc1ccc2c(c1)C(=O)N(C)[C@@H]1CC[C@H](CC(=O)Nc3cccc(OC)c3)O[C@@H]1CO2,-9,-3,1.7,-8
Cc1ccc(S(=O)(=O)N[C@H]2CC[C@@H](CCNC(=O)C3CCOCC3)O[C@H]2CO)cc1,7,-2,-1.3,9
C/C=C/c1ccc([C@H]2[C@@H](CO)N(CCC)[C@@H]2CNC(=O)NC2CCCC2)cc1,·,27,0.6,-56
CCC(=O)N1[C@@H]2c3ccc(/C=C/c4ccccc4)c(=O)n3C[C@H]1[C@H](CO)[C@H]2C(=O)N(C)C,51,0,-2.6,3
Cc1noc(C)c1NC(=O)N(C)C[C@@H]1Oc2ncc(C#CCN(C)C)cc2C(=O)N([C@H](C)CO)C[C@H]1C,18,-4,4.1,14
O=C(C1CCCC1)N1CC(=O)N2[C@H](CO)[C@H](c3ccc(C#Cc4cccc(F)c4)cc3)[C@@H]2C1,·,58,0.0,-47
COc1ccc2c3c(n(C)c2c1)[C@H](CO)N(C(=O)Nc1ccc(F)cc1)CC31CCN(C(=O)c2ccccc2F)CC1,·,-7,-1.0,-68
C[C@H]1CN([C@@H](C)CO)C(=O)c2cccc(NC(=O)C3CC3)c2O[C@H]1CN(C)C(=O)Nc1ccccc1,-1,-3,-0.9,25
COCCNC(=O)C[C@H]1C[C@H]2c3cc(NC(=O)Nc4ccccc4F)ccc3O[C@H]2[C@H](CO)O1,-5,-1,1.4,25

(listing goes on)
canonical_smiles,Tcruzi prolif,C diff HTS,GASC1 inh,Pf Dd2 growth
CN(C)C(=O)C[C@H]1CC[C@H]2[C@@H](COc3ccc(NC(=O)C4CCC4)cc3C(=O)N2C)O1,·,1,5.1,33
C[C@@H]1CN([C@@H](C)CO)C(=O)c2cc(/C=C/c3ccccc3)cnc2O[C@@H]1CN(C)C(=O)Nc1ccc(C(F)(F)F)cc1,·,48,-3.8,-9
O=C(Nc1ccccc1F)N1CC(=O)N2[C@H](C1)[C@H](c1ccc(C#Cc3ccc(F)cc3)cc1)[C@@H]2CO,·,9,1.3,-33
C[C@@H]1CN([C@H](C)CO)C(=O)c2cccc(NC(=O)C3CCCCC3)c2O[C@H]1CN(C)Cc1ccc(Oc2ccccc2)cc1,101,·,-0.9,-63
C[C@H]1CCCCO[C@@H](CN(C)C(=O)c2ccncc2)[C@@H](C)CN([C@@H](C)CO)C(=O)c2cc(NC(=O)c3ccncc3)ccc2O1,67,-5,0.5,-23
O=C(NCC[C@@H]1CC[C@@H](NS(=O)(=O)Cc2ccccc2)[C@@H](CO)O1)C1CCCC1,·,-2,-1.3,31
Cc1noc(C)c1NC(=O)N(C)C[C@@H]1Oc2ccc(NS(C)(=O)=O)cc2CC(=O)N([C@H](C)CO)C[C@H]1C,15,10,-0.4,41
C[C@@H]1CN([C@H](C)CO)C(=O)c2ccccc2-c2ccccc2CO[C@H]1CN(C)C(=O)c1ccccc1,-28,·,0.9,-11
COc1ccc(CN(C)C[C@@H]2OCCCC[C@H](C)Oc3ccc(NC(=O)Nc4cccc5ccccc45)cc3C(=O)N([C@H](C)CO)C[C@H]2C)cc1,106,-94*,·,-90*
C[C@H](CO)N1C[C@H](C)[C@@H](CN(C)CC2CCCCC2)Oc2c(NC(=O)Nc3ccccc3)cccc2C1=O,76,10,0.4,-22
O=S(=O)(N[C@H]1CC[C@@H](CCn2cc(-c3ccccn3)nn2)O[C@@H]1CO)c1cccc(Cl)c1,-25,·,1.8,-58
C[C@@H]1CN([C@H](C)CO)C(=O)c2cc(NS(=O)(=O)c3ccc(Cl)cc3)ccc2O[C@@H](C)CCCCO[C@H]1CN(C)Cc1ccc(Cl)c(Cl)c1,85,70,-0.6,-66
CO[C@@H]1CN(C)C(=O)c2ccc(NC(=O)NC(C)C)cc2OC[C@@H](C)N(C(=O)NC(C)C)C[C@@H]1C,1,-1,0.2,8
